# Screens as filed in PubChem BioAssay.
# ERK EGF block: blocks ERK signaling stimulated by EGF; HEK293-V1b, EGF-stimulated phospho-ERK AlphaScreen; Potency, µM (top dose mostly 11.5 µM), for the others: at the top dose activity change, negative = inhibition, usual class: inhibitors; actives 0.41% (n = 130,000); active means well fitted inhibition curve with a large enough effect; inconclusive means small, poorly fitted or top-dose-only effect, or effect the other way;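 further: plate controls were stimulated vehicle wells for no effect and unstimulated vehicle basal for full effect; nearly all actives have a fitted effect of over 55% in size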
#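 EGF-stimulated (25 nM, 5 min) phospho-ERK in HEK293 cells stably expressing V1b, cells pretreated 30 min with compound at 37C. Homogeneous AlphaScreen read on lysates.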
# Starred values were filed as active, the others as inactive; ? = inconclusive; [ ] = remark or other dose. Potency means the concentration at half of the fitted maximal effect. A portion of the library, so the mix of outcomes need not match the whole.
No.	mol	ERK EGF block
1	Cc1cccc2sc(NNC(=O)c3ccc4c(c3)OCCO4)nc12	?
2	CC(=O)COC(=O)C1CCN(S(=O)(=O)c2cc([N+](=O)[O-])ccc2Cl)CC1	16%[57.5 µM]
3	CC1CCCCN1S(=O)(=O)c1ccc(N(C(=O)c2cnccn2)C(C(=O)NC2CCCCC2)c2cccs2)cc1 (centres undefined)	5%
4	Nc1cc(-c2cccc(Br)c2)nn1Cc1ccccc1	2%
5	O=C(Nc1ccc(N2CCN(C(=O)c3ccco3)CC2)cc1)c1ccco1	7%
6	Cc1nn(-c2ccccc2)c(C)c1/C=C/C(=O)OC(C)C(N)=O (centres undefined)	-2%
7	CCOC(=O)c1cc(CC)sc1NC(=O)c1ccc([N+](=O)[O-])c(N2CCOCC2)c1	2%
8	COc1ccccc1NS(=O)(=O)c1cc(C(=O)NCCC(C)C)ccc1F	-6%
9	CC(C)(CC(=O)O)CC(=O)Nc1cc(C(F)(F)F)cc(C(F)(F)F)c1	-2%[57.5 µM]
10	COc1ccc(NC(=O)CSc2nnc(C3CCCCC3)n2N)cc1	-2%[57.5 µM]
11	Cc1ccc(Oc2ncnc(N)c2[N+](=O)[O-])cc1C	-8%
12	Cc1oc2c(cc(NS(=O)(=O)c3cccs3)c3ccccc32)c1C(=O)OC(C)C	15%
13	CCCCOC(=O)c1ccc(NC(=O)c2ccccc2OC)cc1	?
14	COc1ccc(CCN2C(=O)N(c3ccc(OC)cc3)C(=O)C2CC(=O)Nc2ccccc2)cc1 (centres undefined)	0%
15	Cc1nc(NC2CCCCC2)c2nc(-c3ccccc3)n(CCCN3CCCCC3C)c2n1 (centres undefined)	1%
16	COc1cc(NC(=O)c2ccnn2C)c(OC)cc1Cl	0%
17	Cc1ccc(Nc2nc(N)c([N+](=O)[O-])c(NCCO)n2)cc1C	-4%[57.5 µM]
18	CCOC(=O)C(=O)Nc1ccccc1C(=O)OC	5%
19	Cc1nc([N+](=O)[O-])cn1CC(O)c1ccccc1 (centres undefined)	6%[57.5 µM]
20	O=C(C1CCCC1)N1CCC(CO)(Cc2ccccc2Cl)CC1	?
21	COC(=O)NC(/C=C/c1ccccc1)C(C(C)=O)C(=O)OC (centres undefined)	0%
22	COCCNC(=S)N/N=C/c1c(C)[nH]c2ccccc12	13%
23	O=[N+]([O-])c1ccc(-n2nnnc2-c2ccccc2)c([N+](=O)[O-])c1	-7%
24	CC(C)=CCc1c2c(c(O)c3c(=O)c(O)c(-c4ccccc4)oc13)C=CC(C)(C)O2	19%
25	COc1ccc(CNC(=O)c2sc3nc4c(c(C(F)(F)F)c3c2N)CCC4)cc1OC	1%
26	COc1cccc(-c2cncnc2-n2ccnc2)c1	19%
27	O=C(CCNC(=O)c1ccccc1)OCC(=O)c1cccc(Cl)c1	1%
28	CC(=O)c1sc(-c2ccccc2)nc1C	-5%
29	CN1C2CCC1CC(OC(c1ccccc1)c1ccccc1)C2 (centres undefined)	16%
30	C#CCNC(=O)C1=C[C@@H](C2CC2)[C@H](CCCO)[C@@H](OCC)O1	-8%[57.5 µM]

# Down the list, from the results shown.
# Nos. 17 to 24 in ERK EGF block, in turn: -4%[57.5 µM], 5%, 6%[57.5 µM], ?, 0%, 13%, -7%, 19%

# (listing goes on)
No.	mol	ERK EGF block
31	CCOc1cc(/C=C(/NC(C)=O)C(=O)O)cc(Cl)c1OCc1ccc(Br)cc1	6%[57.5 µM]
32	COc1ccc2c(c1)c(CC(=O)NCc1ccc3c(c1)OCO3)c(C)n2C(=O)c1ccc(Cl)cc1	-7%
33	COC(=O)c1cc(OC)c(OC)cc1NC(=O)CSc1nnc(-c2cccnc2)n1C	1%
34	COc1cccc(CN2CCCCC2C(=O)O)c1 (centres undefined)	-7%
35	O=C(NNC1=Nc2ccccc2SC1)c1ccc(Cl)cc1	7%[57.5 µM]
36	N#C/C(=C\c1c(N2CCCCCC2)nc2ccccn2c1=O)C(=O)NC1CCS(=O)(=O)C1 (centres undefined)	-1%
37	Nc1ncnc(Nc2ccc(S(N)(=O)=O)cc2)n1	-18%[57.5 µM]
38	Cc1ccc(NC(=O)CCn2nnc3ccccc32)c(C)c1	6%
39	Cc1ccc(C)c(NC(=O)Cn2nnc(-c3ccc(N4CCOCC4)cc3)n2)c1	-2%
40	CCOc1ccccc1CN1CCC(CO)(CCOc2ccccc2)CC1	-2%

# Sorted by value in ERK EGF block (low to high): 3 from the list above
No.	mol	ERK EGF block
34	COc1cccc(CN2CCCCC2C(=O)O)c1 (centres undefined)	-7%
39	Cc1ccc(C)c(NC(=O)Cn2nnc(-c3ccc(N4CCOCC4)cc3)n2)c1	-2%
38	Cc1ccc(NC(=O)CCn2nnc3ccccc32)c(C)c1	6%

# Later entries:
No.	mol	ERK EGF block
41	CCOc1ccc(C(C)=O)cc1CSC(=N)N	-3%
42	CC(=O)Oc1cccc(C(=O)Nc2c[nH]c(=O)[nH]c2=O)c1	2%
43	CCC1=C2CC[C@H]3C(=O)N(CC(=O)OC)C(=O)[C@H]3[C@H]2[C@@]2(Cc3ccccc3)C(=NCCc3c[nH]c4ccccc34)OC(=O)N2C1=O	2%
44	O=S1(=O)CCC(NC(=S)Nc2ccc(Cl)cc2)C1 (centres undefined)	-3%
45	O=C(CSc1nc2ccccc2[nH]1)NCCc1ccc(Cl)cc1	3%
46	O=C(CCN1CCN(S(=O)(=O)c2ccc(Br)cc2)CC1)Nc1ccccc1F	-6%
47	CC(NC(=O)CSc1nc2sc3c(c2c(=O)n1-c1ccccc1)CCCC3)c1ccccc1 (centres undefined)	1%
48	CCOC(=O)N1CCC(N2C(=O)c3ccccc3C2=O)CC1	-1%
49	COc1ccc(N2CCN(c3ccc(Cl)nn3)CC2)cc1	-11%
50	COc1ccccc1-c1ccc(Nc2ccc(C(=O)N3CCOCC3)cc2)nn1	2%
51	COc1ccc2[nH]c(C)c(CCNC(=S)Nc3cccc(C)c3C)c2c1	-8%
52	CCOC(=O)CSc1nc2c(sc(=S)n2-c2ccc(OCC)cc2)c(=O)[nH]1	-12%
53	C=CCNC(=O)/C(C#N)=C/c1c(N2CC(C)OC(C)C2)nc2ccccn2c1=O (centres undefined)	?
54	Cc1ccc(NC(=O)CSc2nnc(-c3ccco3)o2)cc1	1%
55	CCOP(=O)(OCC)C(Nc1ccc(F)cc1)c1ccccc1 (centres undefined)	6%[57.5 µM]
56	O=C(NC1CC1)C1CCN(C2CCN(C(=O)CSc3ccccc3)CC2)CC1	-5%[57.5 µM]
57	COc1ccc(NC(=O)N2CC3(CCN(C(=O)c4cccc(F)c4)CC3)C2)cc1	-11%
58	O=C(N/N=C/c1ccc(N2CCOCC2)o1)c1cccc(F)c1	3%
59	Cc1ccccc1N1CC(C(=O)O)CC1=O (centres undefined)	-7%
60	Cc1c(Cl)c([N+](=O)[O-])nn1CCCC(=O)Nc1cccc(O)c1	5%
61	Cc1ccc(NC(=O)Nc2cc(Cl)ccc2C2COC(=O)C2=N)cc1 (centres undefined)	0%
62	COc1ccc(CCNC(=O)CCCn2c(SCC(N)=O)nc3cc4c(cc3c2=O)OCO4)cc1OC	-3%
63	CCC(Sc1nc2ccccc2s1)C(=O)Nc1cc(C)on1 (centres undefined)	11%
64	CCn1cc([N+](=O)[O-])c(C(=O)Nc2c(C)nn(Cc3cccc(F)c3)c2C)n1	-1%
65	O=C(N/N=C/c1ccc([N+](=O)[O-])o1)c1ccc(NS(=O)(=O)c2cccs2)cc1	3%[57.5 µM]
66	Cc1c(F)cccc1NS(=O)(=O)c1ccc2c(c1)c(=O)n(C)c(=O)n2C	7%
67	COC/C=C/C1=CC2=CC(=O)C(C)(OC(=O)c3cnc4ccccc4n3)C(=O)C2=CO1 (centres undefined)	-12%
68	CCN(CC)S(=O)(=O)c1ccc(NC(=O)c2cccc3c2C(=O)N(CCOC)C3)cc1	25%
69	CCCCOc1ccc(N(CC(=O)NC(C)(C)CC)C(=O)CCC(=O)Nc2ccccn2)cc1	-2%
70	CN(c1ccccc1)S(=O)(=O)c1cc(C(=O)Nc2nc3ccccc3[nH]2)ccc1Cl	-6%

# Given field by field: entries from further up
(61) Cc1ccc(NC(=O)Nc2cc(Cl)ccc2C2COC(=O)C2=N)cc1 (centres undefined)
  ERK EGF block: 0%
(62) COc1ccc(CCNC(=O)CCCn2c(SCC(N)=O)nc3cc4c(cc3c2=O)OCO4)cc1OC
  ERK EGF block: -3%
(63) CCC(Sc1nc2ccccc2s1)C(=O)Nc1cc(C)on1 (centres undefined)
  ERK EGF block: 11%

# Additional records follow:
No.	mol	ERK EGF block
71	CCOCCCNC(=S)N1CCN(Cc2ccco2)CC1	9%
72	O=C(CCSCCc1ccccn1)Nc1cc(F)ccc1F	7%
73	O=C(CC(C(=O)O)P(=O)(c1ccccc1)c1ccccc1)c1ccccc1 (centres undefined)	0%
74	Cc1c(C(=O)NCCn2ccc3ccccc32)cccc1[N+](=O)[O-]	2%
75	CC1=C(C)CC(C(=O)NNC(=O)c2cccc(Cl)c2)C(C(=O)O)C1 (centres undefined)	8%
76	O=C1/C(=C/c2ccco2)SC(=S)N1CC1CCCO1 (centres undefined)	?
77	CN(C(=O)COC(=O)c1cn(-c2ccccc2)nc1-c1ccccc1)C1CCS(=O)(=O)C1 (centres undefined)	-7%
78	CC(=O)c1ccc(NC(=O)N2CCCC(C(=O)c3ccc4c(c3)OCO4)C2)cc1 (centres undefined)	-20%
79	COCCCN(CC(=O)Nc1ccc(N2CCOCC2)cc1)S(=O)(=O)c1ccccc1	-7%
80	CCN(CC)S(=O)(=O)c1cc(NS(=O)(=O)c2c(Cl)cccc2Cl)ccc1C	-1%
81	CCC(C)N1CNc2c(c(=O)[nH]c(=S)n2-c2cccc(C)c2)C1 (centres undefined)	-2%
82	COc1ccccc1NC(=O)CN1CC(=O)Nc2ccccc21	3%
83	CNC(=S)N/N=C(\C)c1cccc([N+](=O)[O-])c1	0%
84	CCOC(CCc1c(C)nc(NC(C)=O)[nH]c1=O)OCC	9%[57.5 µM]
85	CCCCC(=O)NS(=O)(=O)c1ccc(N=NN(CC)CC)cc1	6%
86	CC(C)OC(=O)C1C(=O)CC(C)(O)C(C(=O)OC(C)C)C1c1ccccc1 (centres undefined)	-6%
87	COc1ccc(-c2ccc([C@H]3[C@H]4C=CC[C@@H](C)[C@@H]4C(=O)N3Cc3ccccc3)c(F)c2)cc1C	-12%[57.5 µM]
88	COc1ccc(C(=O)N2CCC3(CCN(CC(C)C)CC3)CC2)cc1	11%
89	O=c1c2c(n3cnnc3n1-c1ccccc1)-c1ccccc1CC21CCCC1	1%
90	O=C(Nc1ccc(Nc2ccccc2)cc1)C(Cl)Cl	-9%
91	CCC(=O)Nc1nc2ccc(S(C)(=O)=O)cc2s1	3%
92	Nc1ccnc(Oc2ccc(F)cc2)c1	-2%
93	COc1ccc(N2C(=O)C3C4C=CC(c5ccccc5)(C3C2=O)C2C(=O)N(c3ccc(OC)cc3)C(=O)C42)cc1 (centres undefined)	3%
94	COc1cc2cc(C(=O)N3CCN(Cc4ccc5c(c4)OCO5)CC3)c(=O)oc2cc1OC	-4%[57.5 µM]
95	COCCn1c(N)c(C(=O)NS(=O)(=O)c2ccc(C)cc2)c(=O)[nH]c1=O	43%
96	COC(=O)[C@@]1(Cc2ccc(OC)cc2)[C@H]2c3cc(C(=O)N4CCCC4)n(CCN4CCNC4=O)c3C[C@H]2CN1C(=O)c1ccccc1	6%
97	COc1ccc(N=N/C(=C\O)C(=O)c2ccco2)cc1	6%
98	CN(C)c1ccc(C(=O)OCC(=O)Nc2ccc(N3CCOCC3)cc2)cc1	-12%[57.5 µM]
99	CN(/N=C/C=C/c1ccccc1)C1=NS(=O)(=O)c2ccccc21	-1%
100	COc1ccc(CCNC(=O)COc2ccc(-c3ccccc3)cc2)cc1OC	17%

# 5 of the compounds above, with the structure last:
nr | ERK EGF block | smiles
96 | 6% | COC(=O)[C@@]1(Cc2ccc(OC)cc2)[C@H]2c3cc(C(=O)N4CCCC4)n(CCN4CCNC4=O)c3C[C@H]2CN1C(=O)c1ccccc1
97 | 6% | COc1ccc(N=N/C(=C\O)C(=O)c2ccco2)cc1
98 | -12%[57.5 µM] | CN(C)c1ccc(C(=O)OCC(=O)Nc2ccc(N3CCOCC3)cc2)cc1
99 | -1% | CN(/N=C/C=C/c1ccccc1)C1=NS(=O)(=O)c2ccccc21
100 | 17% | COc1ccc(CCNC(=O)COc2ccc(-c3ccccc3)cc2)cc1OC

# Additional compounds
No.	mol	ERK EGF block
101	CCC(CC)c1nn2c(N)c(/C=C3\C=Nc4ccccc43)c(=O)nc2s1	0%[57.5 µM]
102	Cn1nnnc1SCC(=O)N1CCOCC1	6%
103	NNC(=O)c1sccc1OCc1cccc(C(F)(F)F)c1	-1%
104	CNC(=O)c1cc(NC(=O)CCn2nc(-c3ccccc3)c3ccccc3c2=O)ccc1OC	3%[57.5 µM]
105	Cn1nc(C(=O)NC2CCCc3ccccc32)ccc1=O (centres undefined)	-1%
106	O=C(COc1ncnc2sccc12)Nc1ccc(F)cc1F	6%
107	CCCCNC(=O)c1ccc(SCC(=O)N(CC)CC)c([N+](=O)[O-])c1	-11%
108	Cc1nn(C)c(C)c1CN(Cc1nc(CCC(C)C)no1)C(C)C	1%
109	O=c1c2ccc([N+](=O)[O-])cc2ncn1CCOc1ccccc1	8%
110	Cn1nc(C(=O)N2CCCc3ccccc32)c2ccccc2c1=O	6%
111	COc1ccccc1C1CC(c2ccccc2)=NN1C(=S)Nc1ccccc1 (centres undefined)	3%
112	N#C/C(=C\c1ccc(O)cc1)C(=O)N1CCCC1	5%[57.5 µM]
113	CCCCCCCCS(=O)CCC(=O)O (centres undefined)	-4%
114	S=c1[nH]nc(-c2cc(-c3ccccc3)n[nH]2)n1/N=C/C=C/c1ccccc1	7%[57.5 µM]
115	CCn1cc([N+](=O)[O-])c(C(=O)N2N=C(c3ccc(OC)cc3OC)CC2c2ccccc2O)n1 (centres undefined)	-3%
116	CCC1=C2CC[C@H]3C(=O)N(C)C(=O)[C@H]3[C@H]2[C@@]2(Cc3ccccc3)C(=NCCc3c[nH]c4ccccc34)OC(=O)N2C1=O	-1%
